From PubChem BioAssay
Pf growth 96h – inhibits malaria parasite growth, 96 h. Potency, µM (highest dose often 28.7 µM), inactives show at the top dose activity change, negative = inhibition, hits mostly inhibitors. 320,000 compounds, 6.9% hits. AID 504834. P. falciparum luciferase reporter growth, 96 h; note: potency is the fitted concentration of half-maximal effect; % is set by controls: 0 for no effect and ±100 for the full control effect
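Plates of compound plus infected erythrocytes (2% hematocrit, 0.05% parasitemia final) incubate 96 hours, 37 C, 5% CO2. Detection reagent added; reduced luminescence from the parasites' luciferase reporter flags inhibition.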
CHX counter – affects cycloheximide protein synthesis inhibition readout, counter-screen | 300,000 compounds, 12% hits | max response, % | cell reporter, cycloheximide protein synthesis inhibition counterscreen | AID 2314; in the data active = max response mostly above about 13%, no sharp cut-off; inactive = mostly below about 14%; note: read at 38.3 µM for the half of the compounds with a filed dose; 0% is about no effect
TbPYK inhibitor – T. brucei pyruvate kinase inhibition | TbPYK enzyme, Kinase-Glo Plus ATP luminescence, 45 min | Potency, µM (series often up to 76.8 µM), inactives show at the highest dose activity, negative = inhibition, most hits filed as inhibitors | 410,000 compounds, 0.12% hits | AID 624173; note: potency is the fitted concentration of half-maximal effect; % is set by controls: 0 for no effect and ±100 for the full control effect; nearly all actives have a fitted effect of over 50% in size
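Activity of T. brucei pyruvate kinase was followed by Kinase-Glo Plus luminescence after the enzyme reacted 45 min at room temperature with 130 uM ADP (final) and substrate. Test compounds were added before ADP at multiple concentrations.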
Shiga toxin inh – inhibitors of Shiga toxin in Vero cells; Vero cells, Shiga toxin protein synthesis inhibition reporter; inhibition, % at 38.7 µM; 290,000 compounds, 9.2% hits; in the data active = inhibition mostly above about 28%, no sharp cut-off; inactive = mostly below about 43%; note: 0% is about no effect
Pf growth 48h – P. falciparum growth inhibition at 48 hours (one generation). AID 504832. P. falciparum luciferase growth in erythrocytes, 48 h. 310,000 compounds, 5.9% hits. Potency, µM (top dose mostly 28.7 µM), for the others: at the top dose activity change, negative = inhibition, most hits filed as inhibitors; note: potency is the fitted concentration of half-maximal effect; % is set by controls: 0 for no effect and ±100 for the full control effect
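Growth was read as firefly luciferase luminescence after a 48 h, 37 C, 5% CO2 exposure of compounds to reporter-bearing P. falciparum cultures (0.1% parasitemia, 2% hematocrit final) in Albumax-supplemented RPMI 1640.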
HCV inh – HCV inhibition; Huh7.5.1 HCVcc-Cre infection, luciferase reporter, 44 h; Potency, µM (titrated, usually from 41.8 µM), inactives show at the top dose activity change, negative = inhibition, most hits filed as inhibitors; 340,000 compounds, 3.4% hits; AID 651820; note: potency is the fitted concentration of half-maximal effect; % is set by controls: 0 for no effect and ±100 for the full control effect
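Luciferase read-out (15 sec integration) after a 15 min room-temperature substrate step quantifies HCVcc-Cre infection. Cells, 1,000 per well, had compound added 4 h post-plating, then virus at ~0.5 moi, and were cultured 44 h.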
LmPK inhibitor – inhibitors of Leishmania mexicana pyruvate kinase; purified LmPK, Kinase-Glo ATP luminescence, 1 h; 290,000 compounds, 0.37% hits; Potency, µM (top dose mostly 57.5 µM), for the others: top-dose activity change, negative = inhibition, hits mostly inhibitors; note: potency is the fitted concentration of half-maximal effect; % is set by controls: 0 for no effect and ±100 for the full control effect
Target sequence (Q27686 whole entry, looked up): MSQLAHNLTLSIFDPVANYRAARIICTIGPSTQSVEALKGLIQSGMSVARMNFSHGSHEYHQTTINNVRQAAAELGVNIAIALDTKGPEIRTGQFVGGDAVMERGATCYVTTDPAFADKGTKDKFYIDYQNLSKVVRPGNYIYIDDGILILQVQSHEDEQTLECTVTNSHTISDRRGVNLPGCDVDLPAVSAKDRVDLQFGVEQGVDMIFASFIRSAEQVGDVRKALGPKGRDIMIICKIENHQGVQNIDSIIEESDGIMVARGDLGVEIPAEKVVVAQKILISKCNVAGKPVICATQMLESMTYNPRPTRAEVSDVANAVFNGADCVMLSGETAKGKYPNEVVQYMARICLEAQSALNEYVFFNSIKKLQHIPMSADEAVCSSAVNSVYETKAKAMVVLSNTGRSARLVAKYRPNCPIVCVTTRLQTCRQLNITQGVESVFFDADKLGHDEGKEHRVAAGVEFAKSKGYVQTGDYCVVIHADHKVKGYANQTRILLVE
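In 50 mM imidazole pH 7.2 with 7 mM MgCl2, LmPK (0.1 nM) turned over PEP (0.5 mM) and ADP (0.1 mM) for 1 h at room temperature. Luciferase read-out of ATP.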
* marks the source's active call; other numbers are inactive results; ? = inconclusive; nt = not tested or not shown; & = joins results of further samples; [ ] = remark or other dose. Unless noted, calls come from the whole dose curve; as a rule, active = well fitted curve in the direction sought with a large enough effect; inconclusive = small, poorly fitted or top-dose-only effect, or another doubt; inactive = no such curve, though single readings can be large; an effect the other way counts as inactive or inconclusive.

Structure,Pf growth 96h,CHX counter,TbPYK inhibitor,Shiga toxin inh,Pf growth 48h,HCV inh,LmPK inhibitor
CC1NC(=O)C(N)CNC(=O)C(C2CCN=C(N)N2)NC(=O)/C(=C/NC(N)=O)NC(=O)C(CNC(=O)CC(N)CCCN)NC1=O (stereo unspecified),nt,-7,-2%[33.2 µM],-3,nt,nt,nt
O=C(NCc1ccco1)c1cc2nc(-c3ccc4c(c3)OCO4)cc(C(F)(F)F)n2n1,?,0,-15%,-7,?,?,0%
C=C(Br)Cn1c(CC)nc2ccccc21,?,-2,-5%,4,36%[activator],12%,-4%
CCc1c(C)sc(NC(=S)Nc2nc(C)cc(C)n2)c1C(=O)OC,53%[activator],12,-8%,-6,?,?,0%
CSCC[C@H](NC(=O)C1CCN(S(=O)(=O)c2ccccc2)CC1)C(=O)NC1CC1,28%,2,1%,1,12%,?,2%
CSc1nc(-c2ccc(Cl)cc2)nn1S(=O)(=O)c1ccccc1,98%[activator],10,-3%,34,105%[activator],-4%,4%
CCc1ccc(C2C3=C(CC(C)(C)CC3=O)OC3=C2C(=O)CC(C)(C)C3)cc1,2%,0,0%,-6,-2%,6%,0%
CCn1c(=S)[nH]c2ccccc21,nt,-1,-13%,-27,20%,-2%,2%
CC(CN1CCCCC1)OC(=O)c1ccc(Cl)cc1 (stereo unspecified),?,-7,1%,25,10%,18%,-5%
COCCNC(=O)c1ccc(NS(C)(=O)=O)cc1,nt,6,5%,-16,5%,8%,2%

Going on with the list.
Structure,Pf growth 96h,CHX counter,TbPYK inhibitor,Shiga toxin inh,Pf growth 48h,HCV inh,LmPK inhibitor
CCc1nc(C)cn1S(=O)(=O)c1ccc([N+](=O)[O-])cc1,?,-2,2%,-2,17%,?,6%
Cc1ccc(N2C(=O)c3ccc(C(=O)N4CCN(c5ccccc5F)CC4)cc3C2=O)cc1,9.3µM*,-3,-14%,-11,5%,0%&8%,-1%
COc1ccc(C(=O)CN2C(=O)COc3ccccc32)cc1,0%,10,0%,34,23%,5%,2%
CCc1cccc(NC(=S)N(CCOC)C(C)c2ccco2)c1 (stereo unspecified),?,5,-1%,-6,-3%,?,3%
O=C(N/N=C/c1cccnc1)c1cccc(F)c1,?,20*,-1%,23*,26%,9%,-8%
CCc1ccc(NC(=O)NCCN2CCc3ccccc3C2)cc1,2.1µM*,15,-8%,15,4%,-8%,-6%
O=Cc1c(N2CCOCC2)nc2ccccn2c1=O,41%[activator],-3,3%,-11,-12%,15%,8%
N#C/C(=N\Nc1cccc2ccccc12)c1nnc2n1CCCCC2,29%,14*,-13%,3,34%[activator],?,-4%
CCOC(=O)N1CCN(S(=O)(=O)c2ccc(C(=O)N(CCN(C)C)c3nc4ccc(Cl)cc4s3)cc2)CC1,-29%,27*,5%,110*,-21%,?,-3%
Cc1ccc[n+](/C(C(=S)NCc2ccco2)=C(/[O-])c2ccccc2Cl)c1,?,-1,-3%,-7,nt,13%,3%

Going on with the list.
Structure,Pf growth 96h,CHX counter,TbPYK inhibitor,Shiga toxin inh,Pf growth 48h,HCV inh,LmPK inhibitor
Cc1c2cnn(CC(=O)NC3CCCC3)c(=O)c2c(C)n1Cc1ccccc1,21%,29*,2%,77*,55%[activator],4%,-3%
COc1cc(-c2cc(OC)c3c(C)oc(C)c3c(=O)c2)ccc1O,3.7µM*,-3,-6%,-9,?,?,2%
Cc1ccc(C)c(NC(=O)C(=O)NCCc2c[nH]c3ccccc23)c1,47%[activator],4,-7%,33,-21%,?,7%
COc1ccc(NCc2nnc(SCC(=O)Nc3cc(C)cc(C)c3)o2)cc1,-20%,10,-1%,13,3%,-2%,-11%
CC(C)N1CC(C(=O)Nc2ccc(F)c(Cl)c2)CC1=O (stereo unspecified),36%[activator],2,0%,nt,-10%,15%,3%
OCCNc1nc(Nc2ccc(O)cc2)nc2ccccc12,5.2µM*,-3,-2%,-5,1.7µM*,-19%,8%
Cc1ccc2c(c1)c1c(n2CC(O)CN2CCOCC2)CCCC1 (stereo unspecified),?,-3,nt,nt,-9%,nt,2%
O=C(CCCC(=O)N(CC(=O)NC1CCCC1)C1CCCC1)Nc1ccccn1,?,13,2%,14,-39%,12%,7%
CC(=O)NC(CSC(CC(=O)c1ccco1)c1ccc(C)cc1)C(=O)O (stereo unspecified),-4%,57*,-5%,105*,19%,1%,?
CC(C)(C)n1nnnc1C(c1cc2cc3c(cc2[nH]c1=O)OCO3)N1CCN(c2ccccc2)CC1 (stereo unspecified),-21%,-3,-1%,-4,1.7µM*,-13%,4%

(further entries)
Structure,Pf growth 96h,CHX counter,TbPYK inhibitor,Shiga toxin inh,Pf growth 48h,HCV inh,LmPK inhibitor
CCOc1ccccc1N1CCN(C(=O)NCc2ccc(F)cc2)CC1,32%[activator],0,5%,-10,-12%,1%,3%
OCCC1CN(Cc2cccc(C(F)(F)F)c2)CCN1Cc1ccccc1 (stereo unspecified),96%[activator],13,8%,-4,?,-18%,3%
CC1CN(S(=O)(=O)c2ccc(C(=O)Nc3nc(-c4cc5ccccc5o4)cs3)cc2)CC(C)O1 (stereo unspecified),0%,7,1%,-5,0%,?,-6%
CCCn1c(N2CCN(C(=O)NCc3ccccc3)CC2)nc2ccccc21,?,-3,-1%,-4,?,-20%,3%
COc1cccc(/C=C/C(=O)Nc2cc(S(=O)(=O)N3CCOCC3)ccc2OC)c1,31%[activator],nt,-10%,nt,-14%,-2%,nt
CCOC(=O)c1c(C)n(C)c2ccc(OC(=O)c3ccco3)cc12,65%[activator],-3,2%,-10,-6%,4%,0%
Cn1c(O)c(C=NCCc2c[nH]c3ccccc23)c(=O)n(C)c1=O,?,12,0%,11,1%,-2%,-3%
COc1ccc(C(=O)NCCc2nc3cc([N+](=O)[O-])ccc3n2C)cc1,-21%,-1,8%,10,-18%,-29%,0%
COc1cc2ncnc(N[C@H](C)c3ccccc3)c2cc1OC,13µM*,-5,5%,-16,?,?,6%
CC(=Nc1ccc2c(c1)CCC2)c1c(O)n(C)c(=O)n(C)c1=O,37%[activator],-5,-5%,-16,7%,26%,-3%

(more compounds)
Structure,Pf growth 96h,CHX counter,TbPYK inhibitor,Shiga toxin inh,Pf growth 48h,HCV inh,LmPK inhibitor
COC(=O)N/N=C/c1cc(Cl)cc(Cl)c1OCc1ccc(F)cc1,-80%,-1,-9%,-45,32%[activator],5%,-2%
CC(=O)Nc1ccc(NC(=S)NC(=O)c2oc3ccccc3c2C)cc1,45%[activator],-3,-2%,-5,-6%,-1%,0%
O=C(CSc1nnc(-c2ccc3c(c2)OCCO3)o1)N1CCCC1,-10%,44*,1%,43,71%[activator],-11%,-9%
CCCC(=O)Nc1sc2c(c1C#N)CCCCC2,7%,37*,9%,47*,101%[activator],?,-2%
Fc1ccc(CNC(=S)Nc2ccc(OC(F)F)cc2)cc1,-1%,9,-5%,-12,9%,?,-2%
Cc1ccc(F)c(NC(=O)CCOc2ccccc2C)c1,38%[activator],7,-6%,3,11%,5%,-3%
CCc1ccccc1-n1nnnc1SCC(=O)Nc1ccc(N2CCN(C)CC2)cc1,?,3,5%,9,15µM*,1%,2%
CCOCCOC(=O)C(C)Oc1ccc(Oc2ncc(Cl)cc2Cl)cc1 (stereo unspecified),0%,0,1%,4,4%,-2%,4%
COc1ccc(CCN(C)C(=O)C23CC4CC(CC(Cl)(C4)C2)C3)cc1OC,?,6,-1%,-9,-2%,-19%,1%
CNc1ccc(/C=C/C(=O)c2ccc3c(c2)OCCO3)cc1[N+](=O)[O-],19%,-1,-9%,15,29%,-6%,2%

(cont.)
Structure,Pf growth 96h,CHX counter,TbPYK inhibitor,Shiga toxin inh,Pf growth 48h,HCV inh,LmPK inhibitor
Cc1ccccc1CCN(C(=O)c1csnn1)C(C(=O)NC1CCCC1)c1ccco1 (stereo unspecified),3%,-2,-2%,42,?,-1%,4%
COC(=O)CSc1nnc2c(C)cc3cc4c(cc3n12)OCCO4,45%[activator],-4,nt,-10,6%,nt,-1%
O=C(CC(C(=O)O)c1c(F)cccc1Cl)c1ccc(Cl)cc1 (stereo unspecified),-4%,-3,2%,23,2%,4%,1%
CC(C)C[C@H](NC(=O)Nc1ccc2c(c1)OCCO2)C(=O)O,-14%,14,-2%,53,20%,25%,3%
Cn1c(=O)c2c(nc(CN3CCN(C(=O)c4ccco4)CC3)n2CC(N)=O)n(C)c1=O,1%,-3,0%,-1,42%[activator],24%,0%
N#Cc1c(-c2ccccc2)cc(-c2ccccc2)nc1SCc1nnc(-c2ccccc2)o1,91%[activator],0,-9%,-18,?,?,-3%
Cc1cnc(NC(=O)CSc2nnc(Cc3ccccc3)o2)s1,nt,0,1%,-1,20%,-17%,-4%
COc1ccc(C2CC(=O)N(CC(=O)NCC3CCCO3)c3ccccc3S2)cc1 (stereo unspecified),25%,34*,4%,72,10%,7%,6%
O=C(NC12CC3CC(CC(C3)C1)C2)C1CCCN1C(=O)Nc1ccccc1 (stereo unspecified),25%,-3,1%,-6,14%,11%,-1%
COc1cc2c3c(c1)c(N=NC(N)=S)c(O)n3C(C)(C)C=C2C,6.6µM*,-2,-1%,-10,10µM*,?,-3%

One compound at a time (already shown). Values in the order: Pf growth 96h, CHX counter, TbPYK inhibitor, Shiga toxin inh, Pf growth 48h, HCV inh, LmPK inhibitor
N#Cc1c(-c2ccccc2)cc(-c2ccccc2)nc1SCc1nnc(-c2ccccc2)o1 in the list: 91%[activator], 0, -9%, -18, ?, ?, -3%
Cc1cnc(NC(=O)CSc2nnc(Cc3ccccc3)o2)s1 in the list: nt, 0, 1%, -1, 20%, -17%, -4%
CC(C)C[C@H](NC(=O)Nc1ccc2c(c1)OCCO2)C(=O)O in the list: -14%, 14, -2%, 53, 20%, 25%, 3%

(next part)
Structure,Pf growth 96h,CHX counter,TbPYK inhibitor,Shiga toxin inh,Pf growth 48h,HCV inh,LmPK inhibitor
CCCNC(=O)COC(=O)c1cccnc1Nc1ccccc1F,4%,6,-12%,-4,12%,1%,-3%
COc1nc(OC)nc(N2CCC(NC(=O)C(Cc3ccc(C(C)C)cc3)NC(C)=O)CC2)n1 (stereo unspecified),11%,-6,1%,-2,10µM*,8%&10%,-3%
CC(=O)[C@H]1CC[C@H]2[C@@H]3CC[C@H]4C[C@H](O)CC[C@]4(C)[C@H]3C(=O)C[C@]12C,-6%&-9%,-2,0%&-1%,-3,0%&-15%,?,6%
COc1cccc(N2C(=O)c3cccnc3C2O)c1 (stereo unspecified),2%,-2,7%,-4,21%,5%,-8%
O=C(NCc1ccco1)c1nn2c(C(F)(F)F)cc(-c3cccs3)nc2c1Br,nt,5,-10%,34,?,?,12%
CCc1cc2c(=O)[nH]c(Cc3ccccc3)nc2s1,?,-3,-12%,-1,nt,-7%,5%
CCOC(=O)N1CCN(C(=O)C(C)N(c2ccc(Oc3ccccc3)cc2)S(C)(=O)=O)CC1 (stereo unspecified),?,-1,0%,-2,12µM*,?,8%
O=C(NCc1ccc(Cl)cc1)C1CCC(=O)N(C2CC2)C1 (stereo unspecified),-23%,10,-1%,-4,26%,3%,-1%
[O-][N+]1=c2ccc(Nc3ccccc3)cc2=NC12CCCCC2,nt,51*,-9%,89*,9.3µM*,?,-27%
Cc1cc(/C=N/n2cnnc2)c(C)n1-c1ccc(OCc2ccc(Cl)cc2)cc1,12µM*,52*,7%,92*,nt,7.9µM*,0%
COc1ccc(-c2cc(C(F)(F)F)n3nc(C(=O)N4CCCCC4)cc3n2)cc1,35%[activator],-2,1%,9,?,11µM*,5%
